GRK2 inh: human GRK2 inhibition via aptamer displacement; P25098; bead flow cytometry, FAM-aptamer displacement from GRK2; inhibition of aptamer binding, % at 10 µM; 330,000 compounds, 0.59% hits; AID 488847;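 active means inhibition of aptamer binding above 40%, roughly 3 SD of noise, on plates passing a quality check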;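 further: median bead fluorescence of bound FAM aptamer so fluorescent compounds give negative values; no value below 0 was filed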
PP5 inh: PP5 (human) phosphatase inhibition | P53041 | purified PP5c, OMFP substrate fluorescence | inhibition, % at 6.7 µM | 320,000 compounds, 0.18% hits | AID 1987;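 active means inhibition above the campaign's mean inhibition across all tested compounds plus 3 SD, cut at about 9.5% in these data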;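 further: 0% = DMSO only and 100% = 100 µM cantharidin control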
Target sequence (P53041 whole entry, looked up): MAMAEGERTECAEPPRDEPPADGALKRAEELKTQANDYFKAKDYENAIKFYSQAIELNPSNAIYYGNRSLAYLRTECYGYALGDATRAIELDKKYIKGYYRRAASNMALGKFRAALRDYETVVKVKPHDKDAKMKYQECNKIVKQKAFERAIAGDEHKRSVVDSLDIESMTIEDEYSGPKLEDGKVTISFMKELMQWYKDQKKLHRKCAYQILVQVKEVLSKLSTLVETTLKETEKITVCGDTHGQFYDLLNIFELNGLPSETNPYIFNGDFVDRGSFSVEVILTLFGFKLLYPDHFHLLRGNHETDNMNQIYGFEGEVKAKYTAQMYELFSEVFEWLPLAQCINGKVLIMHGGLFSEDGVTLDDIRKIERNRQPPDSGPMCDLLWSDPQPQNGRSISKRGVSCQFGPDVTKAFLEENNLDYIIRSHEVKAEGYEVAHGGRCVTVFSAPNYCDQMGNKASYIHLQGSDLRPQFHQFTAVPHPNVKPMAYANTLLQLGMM
HCV core dimer: HCV core protein dimerization inhibition; inhibition, % at 5 µM; AID 1899; 300,000 compounds, 0.33% hits; TR-FRET GST/Flag-core106 dimerization, 1536-well;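 active means inhibition above the mean of all tested compounds plus 3 SD, set per screening campaign, cut at about 45% in these data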
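System: GST-tagged and Flag-tagged HCV core protein residues 1-106 / Input: core106 proteins, GST 13.5 nM and Flag 17 nM / Buffer or medium: KF-containing HEPES buffer, pH 7.45, DTT, CHAPS, BSA / Probe or stimulus: Eu-anti-GST and XL665-anti-Flag labelled anti-tag antibodies / Schedule: 4 h, 22.5 °C incubation / Technique: TR-FRET 671 and 617 nm emission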
Fh CTSL1 inh: cathepsin L1 inhibition, PFM18AAP counter-screen | recombinant F. hepatica cathepsin L1, Z-Leu-Arg-MCA fluorescence | inhibition, % at 5.96 µM | 300,000 compounds, 0.49% hits;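 active means inhibition above the mean of all tested compounds plus 3 SD, set per screening campaign, cut at about 17% in these data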;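 further: 0% = plate median of test compound wells and 100% = 1 µM Z-Phe-Ala-diazomethylketone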
PP1 counter: PP1-alpha (human) inhibition in PP5 counter-screen; P62136; purified PP1alpha, OMFP fluorescence; 320,000 compounds, 0.9% hits; inhibition, % at 6.7 µM;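 active means inhibition above the mean inhibition of all tested compounds plus 3 SD, computed separately for each screening campaign, cut at about 15% in these data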
Target sequence (P62136 whole entry, looked up): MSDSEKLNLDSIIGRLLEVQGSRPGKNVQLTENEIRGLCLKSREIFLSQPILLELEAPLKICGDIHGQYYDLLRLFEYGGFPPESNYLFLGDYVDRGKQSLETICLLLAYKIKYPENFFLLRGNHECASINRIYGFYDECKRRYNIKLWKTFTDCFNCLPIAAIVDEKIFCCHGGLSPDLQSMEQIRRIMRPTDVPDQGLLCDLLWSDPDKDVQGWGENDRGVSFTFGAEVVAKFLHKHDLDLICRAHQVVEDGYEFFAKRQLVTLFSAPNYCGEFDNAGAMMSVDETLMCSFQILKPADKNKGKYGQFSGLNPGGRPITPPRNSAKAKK
proCasp7 act: counter-screen for procaspase-3 activators: activators of human procaspase-7 | 330,000 compounds, 0.093% hits | recombinant procaspase-7, Ac-DEVD-pNA absorbance 405 nm; D23A/D198A/D206A triple mutant, cannot self-cleave; scale: DMSO 0, 5 µM enzyme 100 | activation, % at 8.5 µM | P55210;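 active means percent activation above the screen-wide mean plus 3 SD, cut at about 25% in these data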
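System: Uncleavable procaspase-7 mutant enzyme; Amount: 2 µM procaspase-7 mutant as dispensed; Schedule: 1 h compound preincubation, 2 h substrate cleavage, 25 °C; Measured by: 405 nm absorbance of p-nitroaniline; Evaluation: percent activation from buffer-corrected 0–120 min absorbance change; Control set: low DMSO alone, high DMSO plus 5 µM PC-7.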
JMJD2C inh: blocks human GASC-1 demethylase activity | GST-JMJD2C(1-420) H3K9me3 demethylation, DELFIA europium | inhibition, % at 2.35 µM | 330,000 compounds, 0.069% hits;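 active means more than half of a compound's replicate wells show inhibition beyond 50%, single wells judged on their own value; inconclusive means some, but no more than half, of replicates pass 50% inhibition; inactive means no replicate passes 50% inhibition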;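 further: signal counts dimethyl H3K9 product captured on neutravidin plate; 0% = median of DMSO wells and 100% = 0.3 times that DMSO median; strong numbers were not always called active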
VLA-4 inh: inhibition in a human VLA-4 binding assay | P13612 | VLA-4 expressing cells, ligand binding flow cytometry | inhibition, % (about 7 µM as worked out from the volumes in the protocol) | 330,000 compounds, 0.2% hits | AID 2557; in the data active means inhibition above about 50%
procasp3 activ: activates human procaspase-3; P42574; recombinant procaspase-3 D3A, Ac-DEVD-pNA absorbance 405 nm; activation, % at 8.5 µM; 330,000 compounds, 0.11% hits;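 active means activation above the mean of all tested compounds plus 3 SD, cut at about 21% in these data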;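 further: 0% = DMSO alone and 100% = DMSO wells spiked with extra 5 µM PC-3 D3A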
Target sequence (P42574 whole entry D9A/D28A/D175A): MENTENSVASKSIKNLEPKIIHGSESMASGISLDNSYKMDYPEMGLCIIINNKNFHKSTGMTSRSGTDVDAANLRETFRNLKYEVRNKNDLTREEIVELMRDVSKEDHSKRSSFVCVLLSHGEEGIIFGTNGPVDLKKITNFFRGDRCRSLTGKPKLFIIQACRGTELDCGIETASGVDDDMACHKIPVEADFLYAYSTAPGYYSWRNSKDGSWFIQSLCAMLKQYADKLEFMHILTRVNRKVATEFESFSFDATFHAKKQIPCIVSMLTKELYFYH
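Assay system: Autoprocessing-dead procaspase-3 D3A mutant enzyme; also added: Ac-DEVD-pNA; doses: one concentration, 8.5 µM nominal, 0.8% DMSO; times: 1 h compound preincubation, 2 h substrate hydrolysis at 25 °C; technique: 405 nm absorbance of p-nitroaniline, reads at 0 and 120 min; measure: % activation between DMSO and enzyme-spiked controls; repeats: single replicate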
An asterisk follows results filed as active; ? = inconclusive; / = not tested or not shown; & = joins results of further samples.

SMILES	GRK2 inh	PP5 inh	HCV core dimer	Fh CTSL1 inh	PP1 counter	proCasp7 act	JMJD2C inh	VLA-4 inh	procasp3 activ
Cc1cc(C)n(C(=O)c2nn(C)c(C)c2[N+](=O)[O-])n1	0	1.6	-3	-1	-3	-4	0	-7	3
CCOc1ccc(NC(=S)NC(=O)c2c(Br)cnn2C)c([N+](=O)[O-])c1	2	3.1	-4	-3	5	3	-38	-11	-4
CC(NC(=O)CN1c2cccc3cccc(c23)S1(=O)=O)c1ccc(S(N)(=O)=O)cc1 (stereo not drawn)	2	-1.1	38	-1	1	1	-17	-1	0
Cc1ccc(N)cc1-n1c(C)ccc1C	0	1.2	-4	-2	13	-2	-2	-19	3
COc1cccc(N(CC(=O)NC(C)(C)C)C(=O)C2CSC(=O)C2)c1 (stereo not drawn)	2	1.3	2	-1	4	7	5	6	0
O=C(COc1ccc(F)cc1F)N1CCCCCCC1	2	-2.3	-1	3	-4	2	12	16	-4
Cc1ccc(SCC(=O)OCC(=O)NCCc2ccc(S(N)(=O)=O)cc2)c(C)c1	0	/	/	/	/	1	-6	-2	3
CC1(c2ccccc2)NC(=O)N(Cc2ccc([N+](=O)[O-])cc2)C1=O (stereo not drawn)	1	3.4	-15	6	1	5	-16	-7	8
O=C(CCCNS(=O)(=O)c1cccc2nsnc12)NCc1ccc(F)cc1	2	1.6	-2	-4	0	10	-3	9	2
COCCOc1ccc(C(F)(F)F)cc1NC(=O)COC(=O)c1cc[n+]([O-])cc1	5	-0.1	-2	-2	-3	5	0	2	0

Compound profiles (already shown). Order of screens: GRK2 inh | PP5 inh | HCV core dimer | Fh CTSL1 inh | PP1 counter | proCasp7 act | JMJD2C inh | VLA-4 inh | procasp3 activ
O=C(COc1ccc(F)cc1F)N1CCCCCCC1 is listed with 2 | -2.3 | -1 | 3 | -4 | 2 | 12 | 16 | -4
CC1(c2ccccc2)NC(=O)N(Cc2ccc([N+](=O)[O-])cc2)C1=O (stereo not drawn) is listed with 1 | 3.4 | -15 | 6 | 1 | 5 | -16 | -7 | 8
COc1cccc(N(CC(=O)NC(C)(C)C)C(=O)C2CSC(=O)C2)c1 (stereo not drawn) is listed with 2 | 1.3 | 2 | -1 | 4 | 7 | 5 | 6 | 0
Cc1ccc(SCC(=O)OCC(=O)NCCc2ccc(S(N)(=O)=O)cc2)c(C)c1 is listed with 0 | / | / | / | / | 1 | -6 | -2 | 3

More records follow.
SMILES	GRK2 inh	PP5 inh	HCV core dimer	Fh CTSL1 inh	PP1 counter	proCasp7 act	JMJD2C inh	VLA-4 inh	procasp3 activ
COc1ccc(N(C)S(=O)(=O)c2cccc3nsnc23)cc1	0	2.4	0	1	-4	5	3	-3	-2
CCOC(=O)c1ccc(NCc2ccc3c(c2)OCO3)cc1	2	0.6	4	0	-2	-7	-23	4	-5
CC1CCCCN1S(=O)(=O)c1ccc(S(=O)(=O)N(CC(=O)Nc2ccccc2)Cc2cccs2)cc1 (stereo not drawn)	0	6.0	5	-3	3	7	3	5	7
CC1Cc2ccccc2N1CC(=O)Nc1ccc(Cl)c(S(=O)(=O)N(C)C)c1 (stereo not drawn)	0	-1.4	23	7	7	5	-4	4	-3
COc1ccc(/C(C)=N/N2CCOCC2)c(O)c1	0	-2.0	0	-2	-1	3	8	-1	-2
O=C(CNc1cccc(Cl)c1)NNC(=S)NCc1ccccc1	4	-0.6	-3	6	1	-11	-6	-11	-9
COc1ccc(-c2nc(-c3ccc(NC(=O)c4ccc(Br)o4)cc3)no2)cc1OC	0	1.0	-7	-1	-3	-2	-2	8	2
Cc1ccc(C(=O)C(c2ccccc2)N2Cc3ccccc3C2=N)cc1 (stereo not drawn)	3	-6.1	5	-9	4	-3	4	6	0
Cc1cc(SCC#N)n2nc(C)c(-c3ccc(Cl)cc3)c2n1	4	2.8	-4	0	-1	6	31	12	6
CCN1CCN(C(c2ccccn2)c2c(NC(=O)c3ccccc3)sc(C)c2C)CC1 (stereo not drawn)	0	6.8	2	0	-3	8	3	17	-7
CCOC(=O)c1cnc(SCC(=O)Nc2ccc(N3CCOCC3)c(Cl)c2)nc1N	0	3.0	-2	-2	5	-1	4	16	13
Cc1ccccc1NC(=O)c1cccc(N2C(=O)C3CCC(C)CC3C2=O)c1 (stereo not drawn)	3	2.8	-6	-3	1	-13	3	6	3
Cc1ccccc1C(=O)N1CCC(C(=O)Nc2sccc2C(N)=O)CC1	0	-2.0	/	/	-4	-2	1	8	-1
Cc1nnc(Sc2cc(C(=O)NC3CC3)c3ccccc3n2)s1	0	-1.2	-6	10	-1	-1	-5	-1	2
C=CCn1c(N)c(C(=O)NCCC2=CCCCC2)sc1=S	1	1.8	-6	3	0	-11	1	18	-8
N#Cc1nc(Cc2ccccc2)oc1N1CCN(c2ccccc2)CC1	5	1.1	13	4	-3	-5	-4	10	-2
Cc1cc2nc(C)c(Cc3ccccc3)c(=O)n2[nH]1	1	-1.5	-7	1	0	13	-6	7	4
C=C1CCN(c2ccc(C(=O)NCc3ccc(OC)cc3)cc2[N+](=O)[O-])CC1	0	3.8	-27	-2	5	1	-16	2	1
COc1ccc(CN2CCCC(CO)(Cc3ccc(F)cc3F)C2)cc1 (stereo not drawn)	2	1.3	-2	-1	-1	-2	0	5	8
CN(C)CCCN(C(=O)c1ccc(S(=O)(=O)N2CCCCCC2)cc1)c1nc2ccc(Br)cc2s1	0	4.2	-15	1	11	1	-15	13	9
O=C(O)C(Cc1c[nH]c2ccccc12)NS(=O)(=O)c1ccc(Cl)cc1 (stereo not drawn)	0	-2.7	6	4	-3	1	-9	7	4
C=CCn1c(COc2cccc3ccc(C)nc23)nnc1SCC(=O)O	0	2.2	-9	4	-2	10	17	10	1
CNC(=O)c1c(Br)cnn1-c1ccc(C)cc1	1	0.7	-1	-2	-5	0	-3	3	5
O=C(O)c1ccc(Cl)c2c1C1C=CCC1C(c1ccccn1)N2 (stereo not drawn)	47*	-2.0	11	1	5	-16	6	40	-13
Cc1ccc(S(=O)(=O)N2CCOC23CCN(S(=O)(=O)c2cccs2)CC3)cc1	0	-0.3	6	-3	1	1	?	3	6
O=C(NCCCn1ccnc1)/C(=C\c1cccs1)NC(=O)c1ccco1	41*	-0.9	-1	-1	-3	4	-2	4	-7
O=C(/C=C/c1cc([N+](=O)[O-])ccc1OC(F)F)Nc1ccc(OC(F)F)cc1	1	0.0	9	3	3	-9	46	7	-8
CCOC(=O)[C@@H]1[C@H]2COc3ccccc3[C@@H]2N2C(=O)N(c3ccc(OC)cc3)C(=O)[C@@]12C	1	2.1	-7	-2	2	1	2	-6	1
Cc1ccc(N2C(=O)C(Cc3ccccc3)NC2=S)cc1 (stereo not drawn)	5	3.4	-1	-3	0	1	-9	10	-6
COc1ccccc1NC(=S)N(CCCN1CCOCC1)Cc1cn(C)c2ccccc12	0	4.1	4	4	3	-1	0	12	1
O=C1Nc2ccc([N+](=O)[O-])cc2OC1CCN1CCN(Cc2ccc3c(c2)OCO3)CC1 (stereo not drawn)	3	-0.9	4	3	-6	3	11	6	1
CCN1C(=O)[C@H]2[C@@H](c3ccc(-c4ccc(F)cc4)cc3)N3CCCC[C@@]3(C(=O)OC)[C@H]2C1=O	1	6.2	9	1	2	-6	1	23	12
Cn1c(CSc2ncccn2)nnc1SCC(=O)N1CCCCC1	1	-1.7	1	-3	4	4	-5	2	4
CCC(=O)Nc1ccc(Nc2nc(C)c([N+](=O)[O-])c(Nc3ccc(NC(=O)CC)cc3)n2)cc1	0	-4.3	-6	6	5	-2	4	-10	-21
CCN(CC)c1ccc2nc3ccccc3[n+](CC)c2c1	4	2.3	-378	6	0	0	15	-5	-7
COc1ccc(C(C)=O)cc1Cn1nc(C)c([N+](=O)[O-])c1C	0	-4.0	-7	1	3	1	2	14	5
CC1=C(C(=O)OCC(C)C)C(c2ccc(Br)s2)NC(=O)N1 (stereo not drawn)	0	5.2	-4	-2	9	2	-4	-23	4
Cc1ccc(C23CC4CC(CC(C(=O)N5CCOCC5)(C4)C2)C3)cc1	0	0.3	6	2	-1	8	/	2	1
CCC(Sc1nncn1C)C(=O)Nc1ccccc1OC (stereo not drawn)	9	1.4	-3	-6	3	-11	-16	-5	5
CN(C)/C=N/c1nc2nccc(-c3cccc(Cl)c3)n2n1	0	-0.9	-2	2	1	-5	10	16	4
COc1ccc(N(CC(=O)NCc2ccc(F)cc2)C(=O)Cn2nnc(-c3ccc(C)o3)n2)cc1OC	0	0.0	7	0	-1	2	-15	-1	1
Cc1cc(N2CCOCC2)nc2ccc(NC(=S)N3CCN(c4ccccc4)CC3)cc12	0	2.6	4	2	0	-23	-6	9	-4
Fc1ccc(OCc2nc(-c3ccc(Br)o3)no2)c(F)c1	1	2.5	-7	0	1	8	4	15	6
CCN(CC)C(=O)CN(C#N)c1nc(C)cc(C)n1	1	1.3	-3	1	-3	-2	3	7	3
COc1ccc(N2CCN(CCCNC(=O)CN3CCN(Cc4ccccc4C)C3=O)CC2)cc1	0	0.0	-5	4	-5	17	13&-6	9	9
Cc1cccc(C)c1N(CC(=O)N(C)Cc1ccccc1)S(C)(=O)=O	1	0.5	-11	1	-1	3	2	-2	-3
COc1ccc(OC)c(CNc2c(C=O)c(=O)[nH]c3ccccc23)c1	1	3.8	-4	-1	-2	0	-1	-2	0
CCc1noc(C)c1C(=O)N1CCN(S(=O)(=O)c2c(C)c(C)cc(C)c2C)CC1	0	3.1	0	2	-3	2	-5	30	2
CCN(CC)S(=O)(=O)c1cccc(C(=O)OCC(=O)NCCN2C(=O)CSC2=O)c1	1	-0.3	/	/	-7	13	0	2	-2
CC(C)n1nc(C(=O)Nc2ccccc2N2CCOCC2)c2ccccc2c1=O	1	0.6	4	2	-4	6	4	33	4

(cont.)
SMILES	GRK2 inh	PP5 inh	HCV core dimer	Fh CTSL1 inh	PP1 counter	proCasp7 act	JMJD2C inh	VLA-4 inh	procasp3 activ
CCn1c2ccccc2c2cc(NC(=O)c3ccc(Br)o3)ccc21	6	2.9	41	1	9	-19	47	-93	-6
Cc1ccc(C2(c3ccc(C)cc3)NC(=O)N(CC(=O)NCCCN3CCCC3=O)C2=O)cc1	1	/	/	/	/	-12	5	-4	-2
Cc1ccc(/C(O)=C2\C(=O)C(=O)N(CC(C)O)C2c2ccccn2)cc1 (stereo not drawn)	3	-1.6	14	2	-1	-3	-2	13	3
CCCCCOC(=O)Cn1c(N2CCCCCC2)nc2c1c(=O)[nH]c(=O)n2C	0	-1.4	5	5	-1	4	5	5	-5
Cc1cccn2c(=O)c3cc(C(=O)N4CC(C)CC(C)C4)sc3nc12 (stereo not drawn)	1	1.6	11	0	13	-1	17	-6	-2
Cn1c(SCC(=O)O)nnc1-c1cccc(NC(=O)c2cccc3ccccc23)c1	0	-1.0	5	5	1	-19	-17	5	-6
COc1cc(NC(=O)c2cc(C)on2)cc(OC)c1OC	4	1.5	-3	-4	-4	3	-20	/	7

Screening results: PubChem, several laboratories
